From PubChem BioAssay
N370S GC mod = inhibits or activates N370S mutant glucocerebrosidase | P04062 | N370S GC spleen homogenate, 4MU-glucoside fluorescence | Potency, µM (highest dose often 59.4 µM), for inactives: top-dose activity change, negative = inhibition, most hits filed as inhibitors | 330,000 tested, 0.092% active;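 also: 0% = full enzyme activity and -100% = no enzyme basal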
FEN1 inh = blocks human flap endonuclease 1 | P39748 | Recombinant FEN1 flap cleavage, fluorescence, 15 min | Potency, µM (series often up to 114 µM), without a hit: at the highest dose activity change, negative = inhibition, hits mostly inhibitors | 390,000 tested, 0.35% active; also: nearly all actives have a fitted effect of over 65% in size
Target sequence (P39748 whole entry, looked up): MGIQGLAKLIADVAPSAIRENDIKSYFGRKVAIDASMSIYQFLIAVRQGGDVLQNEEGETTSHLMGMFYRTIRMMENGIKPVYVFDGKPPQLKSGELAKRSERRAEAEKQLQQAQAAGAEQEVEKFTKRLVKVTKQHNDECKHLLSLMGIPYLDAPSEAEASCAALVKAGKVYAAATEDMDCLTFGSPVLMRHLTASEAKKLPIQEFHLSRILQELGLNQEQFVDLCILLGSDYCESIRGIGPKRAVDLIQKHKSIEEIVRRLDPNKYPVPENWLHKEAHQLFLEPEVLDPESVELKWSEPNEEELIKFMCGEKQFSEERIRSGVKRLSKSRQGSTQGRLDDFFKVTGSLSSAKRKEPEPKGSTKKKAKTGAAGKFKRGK
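FEN1 at 10 nM preincubated with compounds 15 min at room temperature, then flap DNA substrate added at 50 nM final. Signal read at 0 and 15 min; concentration-response fitted with four-parameter Hill equation.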
KAT2A inh = GCN5L2 (KAT2A) acetyltransferase inhibition | GCN5L2 HAT assay, ThioGlo1 CoA-SH fluorescence | Potency, µM (titrated, usually from 58.9 µM), for inactives: at the highest dose activity change, negative = inhibition, most hits filed as inhibitors | AID 504327 | Q92830 | 390,000 tested, 0.21% active
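Preincubate 20nM GCN5L2 with compound 15 min, RT → add 50uM ThioGlo1 + 75uM H3(1-25) + 70uM acetyl-CoA → read fluorescence 0 and 20 min. Primary qHTS; fluorescent artifacts likely.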
* marks the source's active call; other numbers are inactive results; ? = inconclusive; / = no result given; & = joins results of further samples; [ ] = remark or other dose. Calls follow the shape of the dose curve; as a rule, active = well fitted curve in the direction sought with a large enough effect; inconclusive = small, poorly fitted or top-dose-only effect, or another doubt; inactive = no such curve, though single readings can be large; an effect the other way counts as inactive or inconclusive. Unless noted, % is scaled to controls: 0 for no effect and ±100 for the full control effect; potency is read from the fitted curve at half-maximal effect.

no. | FEN1 inh | KAT2A inh | N370S GC mod | Molecule
1 | -18% | -8% | -8% | Cc1ccccc1-c1nnc(NC(=O)CSc2nc3ccccc3s2)s1
2 | -6% | ? | 8% | Cc1ccccc1N(CC(=O)N/N=C/c1ccc(N(C)C)cc1)C(=O)c1ccccc1
3 | -2% | -17% | 7% | CCOCCOc1nc(C)cc(C)c1S(=O)(=O)c1ccccc1C
4 | 2% | 1% | 0% | C[C@H](NC(=O)Cc1cccc2ccccc12)C(=O)NCc1ccccc1
5 | 19% | -7% | -1% | COC(=O)Cn1c(=NC(=O)C(C)(C)C)sc2c(C)cc(C)cc21
6 | -12% | -5% | -14% | CCc1ccc2oc(=O)cc(CN3CCC(C)CC3)c2c1
7 | 4% | -13% | 14% | O=C(Nc1ccc(F)cc1)/C(Cl)=C/c1ccccc1
8 | -15% | -8% | -1% | CCN(CC)CCn1c(=S)[nH]c2cc(C(=O)NCc3ccccc3Cl)ccc2c1=O
9 | -2% | -6% | -20% | CCOC(=O)c1ccc(N=Cc2nc(-c3ccccc3)oc2OC(C)=O)cc1
10 | -3% | ? | -1% | CN(C)/C=N/c1nc2nccc(-c3ccccc3)n2n1
11 | 13% | 0% | / | C[C@H](CO)N1C[C@H](C)[C@@H](CN(C)S(=O)(=O)c2ccc(F)cc2)Oc2c(NC(=O)Cc3ccccc3)cccc2C1=O
12 | 6% | -49% | -6% | Cc1cccc(C)c1NC(=O)c1cc(S(=O)(=O)N2CCOCC2)cn1C
13 | 18% | -2% | / | CCC(=O)N1CCc2cc(Br)cc(S(=O)(=O)CCC(=O)Nc3ccc(CC)cc3)c21
14 | -6% | -7% | 2% | CCOC(=O)N1CCN(C(=O)c2cnn3ccccc23)CC1
15 | 17% | -8% | -1% | Cc1ccc(NC(=O)C(=O)NCc2ccncc2)cc1
16 | -1% | 1% | / | CCc1nn(CC(=O)N(CC)Cc2ccccc2)c(=O)c2cc3occc3n12
17 | -20% | -8% | -2% | CCOC(=O)c1c(C2COc3ccccc3O2)csc1N (stereo unspecified)
18 | -14% | -30% | 19% | COc1ccc(OC)c(N(CC(=O)Nc2ccc3c(c2)OCO3)S(=O)(=O)c2ccccc2)c1
19 | 7% | -2% | -8% | O=C(Nc1ccccc1)Nc1ccncc1
20 | -6% | 2% | / | Cc1ccc(S(=O)(=O)Nc2ccc(F)cc2)cc1C(=O)N1CCOCC1
21 | 16% | -10% | ? | CC(C)(C)NC(=S)NC(=O)C12CCC3CC(CC(C3)C1)C2
22 | -32% | / | -11% | CCOC(=O)N1CCN(/[N+]([O-])=N/Oc2ccc([N+](=O)[O-])cc2[N+](=O)[O-])CC1C (stereo unspecified)
23 | 4% | 16% | / | CCOc1ccccc1CNC(=O)CN1C(=O)CCc2cc(S(=O)(=O)N3CCCCC3)ccc21
24 | -7% | -25% | 4%[12.8 µM] | COC(=O)C1=C(C)C(c2ccc(OC)cc2)NC(=S)N1 (stereo unspecified)
25 | -1% | -8% | 11% | CC(=O)c1cnc2c(-c3ccc(Cl)cc3)cnn2c1C
26 | -13% | -20% | ? | O=C(CSc1ccc(Cl)cc1Cl)N1CCC(c2nc3ccccc3s2)CC1
27 | 19% | -3% | / | Cc1ccc(N2CC(NC(=O)c3ccc(S(=O)(=O)N4CCOCC4)cc3)CC2=O)cc1 (stereo unspecified)
28 | -5% | -2% | -4% | Cn1c(=O)cc(OCC(=O)N2CCC(N3CCCCC3)CC2)c2ccccc21
29 | -3% | -4% | 6% | FC(F)(F)c1cccc(OCCOCCn2cncn2)c1
30 | 0% | -5% | / | O=C(c1ccc(=O)[nH]n1)N1CCN(S(=O)(=O)c2ccc(C(F)(F)F)cc2)CC1

Reformatted: results already given.
24: COC(=O)C1=C(C)C(c2ccc(OC)cc2)NC(=S)N1 (stereo unspecified)
  FEN1 inh: -7%
  KAT2A inh: -25%
  N370S GC mod: 4%[12.8 µM]

25: CC(=O)c1cnc2c(-c3ccc(Cl)cc3)cnn2c1C
  FEN1 inh: -1%
  KAT2A inh: -8%
  N370S GC mod: 11%

26: O=C(CSc1ccc(Cl)cc1Cl)N1CCC(c2nc3ccccc3s2)CC1
  FEN1 inh: -13%
  KAT2A inh: -20%
  N370S GC mod: ?

27: Cc1ccc(N2CC(NC(=O)c3ccc(S(=O)(=O)N4CCOCC4)cc3)CC2=O)cc1 (stereo unspecified)
  FEN1 inh: 19%
  KAT2A inh: -3%
  N370S GC mod: /

Further records follow.
no. | FEN1 inh | KAT2A inh | N370S GC mod | Molecule
31 | 16% | -3% | -14% | CCN(CC)S(=O)(=O)c1ccc(N2CC(C(=O)NCc3cccnc3)CC2=O)cc1 (stereo unspecified)
32 | -14% | -9% | -8% | O=c1cc(-c2ccccc2)c2cc(Cl)c(O)c(CN3CCOCC3)c2o1
33 | -6% | 0% | 1% | O=S1(=O)N=C(N2CCN(Cc3ccc4c(c3)OCO4)CC2)c2ccccc21
34 | 1% | -7% | 4% | O=C(CSc1nnnn1CCCO)Nc1ccc2c(c1)OCO2
35 | -6% | 0% | -1% | CCN(Cc1ccccc1)C(=O)CSc1n[nH]c(N)n1
36 | / | -3% | 3% | CC1CCN(S(=O)(=O)c2ccc(S(=O)(=O)N3CCN4CCCC4C3)cc2)CC1 (stereo unspecified)
37 | 7% | -7% | / | Cc1ccc(N(CCC#N)C(=O)COC(=O)c2cc(C)oc2C)cc1
38 | 2% | -3% | 13% | Cc1ccc(-c2nc(CN(C)C)cc(CN(C)C)c2O)cc1
39 | 0% | -11% | 2% | COc1ccc(OC)c(NC(=O)NNC(=O)c2cc3occc3[nH]2)c1
40 | -4% | -11% | 0% | CC(=O)c1ccccc1C(=O)N(C)C1CCCN(Cc2ccccc2F)C1 (stereo unspecified)
41 | 0% | 2% | 8% | CCOC(=O)C1=C(C)NC(=O)NC1c1cc2c(cc1Br)OCO2 (stereo unspecified)
42 | -5% | 3% | -10% | O=C(NCC(=O)N1CCN(S(=O)(=O)c2ccccc2F)CC1)c1ccc2c(c1)OCO2
43 | 3% | -9% | 0% | NC(=O)c1ccsc1NC(=O)CCS(=O)(=O)c1ccccc1
44 | -4%&-18% | -13%&-12% | -1% | CCOC(=O)C1CCCN(C(=O)C2CCN(S(=O)(=O)c3c(C)noc3/C=C/c3ccccc3F)CC2)C1 (stereo unspecified)
45 | 2% | -9% | / | Nc1cc(S(=O)(=O)N2CCCCC2)ccc1N1CCCCC1
46 | 6% | -3% | 5% | Cc1ccc(NC(=O)c2ccc(COc3ccc4c(c3)CCC4)cc2)c(C)c1
47 | -21% | ? | ? | Cc1ccc(C(=O)N/N=C/c2nc3ccccc3n2C)cc1
48 | -2% | -7% | 15% | CN(C)S(=O)(=O)c1ccc(C(=O)OCc2ccc([N+](=O)[O-])cc2)cc1
49 | -9% | -27% | -3% | CCc1nn(CC(=O)NCCCN2CCN(C)CC2)c(=O)c2cc3sccc3n12
50 | 4% | -2% | 0% | C(=N\c1nc2ccccc2n1Cc1ccccc1)/c1cccs1
51 | -8% | 2% | -2% | O=C(c1ccc(CS(=O)(=O)c2c(Cl)cccc2Cl)o1)N1CCCC1
52 | -3% | -1% | / | CN(C(=O)c1ccccc1C(=O)OCC(=O)Nc1cccc(Br)c1)c1ccccc1
53 | 5% | -6% | 16% | COc1cccc(C2=NOC(C(=O)Nc3ccc4c(c3)OCO4)C2)c1 (stereo unspecified)
54 | 4% | -1% | 5% | CC(=O)NC1=NN(C(C)=O)C(c2ccc(C)cc2)S1 (stereo unspecified)
55 | 0% | 1% | -2% | COc1ccc(CCNS(=O)(=O)c2c(C)[nH]c(C)c2C(=O)N2CCCCC2)cc1OC
56 | -1% | -4% | -23% | O=C1OCCC1Sc1nnnn1-c1ccccc1 (stereo unspecified)
57 | 17% | 7% | / | COc1cccc(N2CCN(C(=O)c3c(C)oc4ncnc(N5CCCCC5)c34)CC2)c1
58 | -5% | -4% | -2% | Fc1ccc(NC(=S)Nc2ccccc2Cl)cc1
59 | -1% | -2% | 1% | O=C1C2C(c3ccccc3)C=CC(c3ccccc3)C2C(=O)N1CCO (stereo unspecified)
60 | 1% | -12% | / | CCOc1ccc(CCNS(=O)(=O)c2c(C)nc3sc(C)cn3c2=O)cc1OCC
61 | -19% | -5% | 2% | CCOc1ccccc1C1CC(c2ccc(Cl)cc2)Nc2nc(N)nn21 (stereo unspecified)
62 | 2% | -4% | 0% | Cc1cc(C)cc(NC(=O)c2ccc(NC(=O)C3C4CC5OC(=O)C3C5C4)cc2)c1 (stereo unspecified)
63 | 11% | 1% | / | CSc1ccc(C2=CC(=O)C[C@H](c3ccc4c(c3)OCO4)C2)cc1
64 | 5% | -7% | -5% | Cc1ccnc(NS(=O)(=O)c2ccc(NC(=O)C3CCCCC3C(=O)O)cc2)n1 (stereo unspecified)
65 | 11% | -1% | / | Cc1cc(F)cc(C)c1Cn1cnc2c(cnn2C(C)(C)C)c1=O
66 | -2% | -7% | 0% | Cc1ccc2nc(SCCC(=O)O)cc(C)c2c1
67 | -9% | -5% | -3% | CC1CC(C)CN(S(=O)(=O)c2ccc(C(=O)OCC(=O)NCCN3C(=O)CSC3=O)cc2)C1 (stereo unspecified)
68 | -21% | -11% | ? | O=C(O)c1cccc(Nc2c3ccccc3nc3ccccc23)c1
69 | -11% | -7% | -1% | CN(CC(=O)Nc1c(Cl)cccc1Cl)C(=O)c1ccc2ccccc2n1
70 | -12% | -3% | -8% | Cc1ccc(CN2C(=O)C(C)Nc3ncnc(N4CCOCC4)c32)cc1 (stereo unspecified)

Part of the list above, reduced to N370S GC mod.
No. | molecule | N370S GC mod
66 | Cc1ccc2nc(SCCC(=O)O)cc(C)c2c1 | 0%
67 | CC1CC(C)CN(S(=O)(=O)c2ccc(C(=O)OCC(=O)NCCN3C(=O)CSC3=O)cc2)C1 (stereo unspecified) | -3%

(more compounds)
no. | FEN1 inh | KAT2A inh | N370S GC mod | Molecule
71 | 12% | -7% | -7% | Cc1cccc(C)c1NC(=O)C(=O)NCCc1c[nH]c2ccccc12
72 | 2% | -4% | -11% | COc1ccc(CC(=O)NCC2CCCCC2)cc1OC
73 | 0% | 9% | 4% | CC(C)C(NC(=O)c1ccccc1)C(=O)NC1=NCCS1 (stereo unspecified)
74 | -11% | -4% | / | COc1ccc(CCNC(=O)CSc2nc3nc(C)c(Cc4ccc(C)cc4)c(C)n3n2)cc1OC
75 | -6% | ? | -8% | Cc1[nH]n(-c2ccccc2)c(=O)c1/C=N/n1c(C)nc2ccccc2c1=O
76 | 0% | -2% | 1% | Cc1ccc(CNS(=O)(=O)c2cc3c4c(c2)CCN4C(=O)CC3)cc1
77 | -8% | ? | -5% | CCOC(=O)CCc1c(C)c2ccc(OC3CCCCC3=O)c(C)c2oc1=O (stereo unspecified)
78 | -10% | 2% | / | COc1ccccc1CNS(=O)(=O)c1c(C(=O)N2CCC(C)CC2)c(C)n(C)c1C
79 | -14% | -9% | -2% | Cc1cc(C)cc(NC2=C(N)C(=O)c3ccccc3C2=O)c1
80 | 2% | -14% | 15% | CC(C)NC(=O)/C(C#N)=C\c1ccc(N(C)C)c(Br)c1
81 | -2% | 0% | 7% | CC(C)CNC(=S)Nc1ccc(S(N)(=O)=O)cc1

Quoted from the listing:
compound 69 @ N370S GC mod = -1%
compound 31 @ FEN1 inh = 16%
compound 13 @ KAT2A inh = -2%

Entries of single compounds, quoted from the list.
`COc1ccc(CCNC(=O)CSc2nc3nc(C)c(Cc4ccc(C)cc4)c(C)n3n2)cc1OC` is listed as FEN1 inh: -11%; KAT2A inh: -4%; N370S GC mod: /
`Cc1cccc(C)c1NC(=O)C(=O)NCCc1c[nH]c2ccccc12` is listed as FEN1 inh: 12%; KAT2A inh: -7%; N370S GC mod: -7%
`CCOC(=O)CCc1c(C)c2ccc(OC3CCCCC3=O)c(C)c2oc1=O` (stereo unspecified) is listed as FEN1 inh: -8%; KAT2A inh: ?; N370S GC mod: -5%

These rows are one share of the data. The share of hits here may be higher or lower than overall.
